# HepG2 viability = counter-screen for TGF-b inhibitors: cytotoxicity in HepG2 cells. HepG2 CAGA-GFP viability, ATP luminescence, 18 h. Potency, µM (top dose mostly 46.1 µM), for the others: top-dose activity change, negative = cytotoxicity, most hits filed as cytotoxic. hit rate 0.76% among 410,000; note: potency is the fitted concentration of half-maximal effect; some results filed as inactive show a strong effect at the top dose
#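 CellTiter-Glo luminescence gave cytotoxicity after 18 hours at 37 degrees C. The cells were HepG2 CAGA-GFP in 1% FBS DMEM, stimulated with 500 pg/mL TGF-beta after compound addition. %Activity was normalised to no-cell wells (complete cell-killing) and DMSO (no toxicity), and curves were fitted and classified.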
# Nrf2 ARE act = activators of Nrf2 (ARE) signaling. AREc32 ARE-luciferase reporter (MCF7-derived line), luminescence, 24 h. hit rate 0.31% among 410,000. Potency, µM (highest dose often 46.1 µM), without a hit: top-dose activation, usual class: activators; note: potency is the fitted concentration of half-maximal effect; % of control where 0% means no effect; nearly all actives have a fitted effect of over 65% in size
#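 Luminescent ARE reporter assay in AREc32_Fluc cells: overnight plating at 37 deg C, 24 hr compound incubation, Steady-Glo added, 30 min RT before reading.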
# ATXN viability = viability counter-screen for ATXN expression inhibitors; S2 cells (HEK-293 line with an ATXN2-luciferase reporter) viability, CellTiter-Fluor protease fluorescence, 24 h; Potency, µM (doses to about 56.7 µM), hits mostly cytotoxic; hit rate 0.49% among 400,000; note: potency is the fitted concentration of half-maximal effect; nearly all actives have a fitted effect of over 40% in size
# A549 tox = A549 cytotoxicity, counter-screen for Nrf2 inhibitors | A549 ARE-Fluc cells, CellTiter-Fluor viability, 18-24 h | Potency, µM (highest dose often 46 µM), without a hit: at the top dose activity change, negative = cytotoxicity, actives largely listed as inhibitors | hit rate 0.16% among 390,000 | AID 504648; note: potency is the fitted concentration of half-maximal effect; % is set by controls: 0 for no effect and ±100 for the full control effect
#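 A549 ARE_Fluc cells in 5% FBS OPTI-MEM were exposed to compounds in concentration-response for 18-24 h at 37 deg C. Viability was read by CellTiter-Fluor fluorescence (Ex 405/Em 525) after 30 min, before the luciferase read.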
# TGFb SMAD3 inh = TGF-b pathway inhibition. HepG2 CAGA-GFP TGF-b/SMAD3 reporter, GFP fluorescence, 18 h; TGF-beta stimulated, 500 pg/mL final. Potency, µM (highest dose often 46.1 µM), without a hit: at the top dose activity, negative = inhibition, usual class: inhibitors. hit rate 1.2% among 410,000; note: potency is the fitted concentration of half-maximal effect; % is set by controls: 0 for no effect and ±100 for the full control effect; nearly all actives have a fitted effect of over 65% in size
#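 HEPG2 CAGA-GFP, 1000 cells/well; 2 h settle, 37 C; cpd via pin tool; TGF-b 500 pg/mL final; 18 h, 37 C; GFP imaging ex488/em500-530; %Activity normalised to -TGF-b and +DMSO controls; CRC fit, curve class.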
# Nrf2 inh = inhibitors of Nrf2 signaling; A549 ARE-Fluc reporter, luciferase luminescence, 18-24 h; Potency, µM (doses to about 46 µM), for inactives: at the highest dose activity change, negative = inhibition, actives largely listed as inhibitors; hit rate 2.1% among 360,000; note: potency is the fitted concentration of half-maximal effect; % is set by controls: 0 for no effect and ±100 for the full control effect; nearly all actives have a fitted effect of over 60% in size
#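 Nrf2 activity is the BugLite luminescence, read 15 min after reagent at room temperature, following CellTiter-Fluor cytotoxicity readout (30 min, 37C). Compound titrations were applied for 18-24 h to 5000 A549 ARE_Fluc cells/well in 5% FBS OPTI-MEM.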
# ATXN2 expr inh = inhibitors of ATXN2 expression; Potency, µM (top dose mostly 57 µM), without a hit: top-dose activity change, negative = inhibition, hits mostly inhibitors; HEK-293 ATXN2-luciferase reporter, luminescence, 24 h; hit rate 0.72% among 360,000; note: potency is the fitted concentration of half-maximal effect; % is set by controls: 0 for no effect and ±100 for the full control effect; nearly all actives have a fitted effect of over 55% in size
#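 qHTS (up to 57 uM final) was run with 24 h compound exposure of reporter cells at 37 °C. Each well was multiplexed: SteadyGlo luminescence measured ATXN2-luciferase expression after a fluorogenic Gly-Phe-AFC viability readout (25 uM final).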
# EPAC2 ag = EPAC2 (human) agonism. Potency, µM (series often up to 154 µM), without a hit: at the top dose activation, actives largely listed as activators. hit rate 0.079% among 360,000. EPAC2 activation, biochemical qHTS; response scale: 100% = 6.5 mM cAMP response. AID 720711; note: potency is the fitted concentration of half-maximal effect; nearly all actives have a fitted effect of over 50% in size
# Target sequence (Q8WZA2 whole entry, looked up): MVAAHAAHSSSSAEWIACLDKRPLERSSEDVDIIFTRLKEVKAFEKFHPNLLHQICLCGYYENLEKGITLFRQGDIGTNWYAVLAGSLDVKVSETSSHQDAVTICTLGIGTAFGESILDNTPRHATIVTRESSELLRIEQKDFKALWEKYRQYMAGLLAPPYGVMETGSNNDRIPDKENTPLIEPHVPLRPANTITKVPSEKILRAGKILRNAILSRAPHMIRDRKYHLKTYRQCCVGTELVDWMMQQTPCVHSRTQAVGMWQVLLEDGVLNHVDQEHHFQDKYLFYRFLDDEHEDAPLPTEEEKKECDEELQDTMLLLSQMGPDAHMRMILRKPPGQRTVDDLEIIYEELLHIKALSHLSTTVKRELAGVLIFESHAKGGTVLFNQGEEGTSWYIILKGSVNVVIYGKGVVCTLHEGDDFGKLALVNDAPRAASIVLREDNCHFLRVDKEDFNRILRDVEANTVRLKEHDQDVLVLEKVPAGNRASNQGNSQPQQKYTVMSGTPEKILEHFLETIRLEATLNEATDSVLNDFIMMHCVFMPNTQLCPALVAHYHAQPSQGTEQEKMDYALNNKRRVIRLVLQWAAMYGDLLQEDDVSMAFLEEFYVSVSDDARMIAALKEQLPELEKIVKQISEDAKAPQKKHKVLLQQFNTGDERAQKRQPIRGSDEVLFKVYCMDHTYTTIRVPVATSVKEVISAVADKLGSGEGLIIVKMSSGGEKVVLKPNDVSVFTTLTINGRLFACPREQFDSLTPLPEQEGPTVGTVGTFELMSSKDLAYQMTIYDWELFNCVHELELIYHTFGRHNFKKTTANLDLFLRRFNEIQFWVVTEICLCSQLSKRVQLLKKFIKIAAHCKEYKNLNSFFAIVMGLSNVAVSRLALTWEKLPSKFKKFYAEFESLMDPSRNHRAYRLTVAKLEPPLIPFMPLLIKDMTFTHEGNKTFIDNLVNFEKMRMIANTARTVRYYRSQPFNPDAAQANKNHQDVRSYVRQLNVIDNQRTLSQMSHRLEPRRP
#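 Nucleotide exchange monitored as fluorescence drop when BODIPY-GDP leaves Rap1B. Reaction: 100 nM EPAC2, 250 nM RAP1B-BODIPY-GDP, 50 uM GDP, room temperature, kinetic read over 30 min. Activity expressed relative to 6.5 mM cAMP.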
# IL-2 act = IL-2 activation; IL-2 activation reporter assay, cell-based qHTS; stimulated with anti-CD3/CD4/CD28 beads; in transgenic mouse T cells; activation, % (series mostly up to about 46 µM); hit rate 0.065% among 360,000; AID 652025; in the data active = activation above about 50%; inconclusive = mostly about 30% to 49%; note: 0% is about no effect
#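 EGFP and DsRed fluorescence is measured by plate cytometry in unstimulated transgenic mouse T cells exposed to compound for 60 minutes, then stimulated 18 hours at 37 degrees C with anti-CD3/anti-CD4 beads plus anti-CD28.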
# Numbers without * were called inactive; i = inactive; ? = inconclusive; . = no result given; [ ] = remark or other dose. Unless noted, calls come from the whole dose curve; as a rule, active = well fitted curve in the direction sought with a large enough effect; inconclusive = small, poorly fitted or top-dose-only effect, or another doubt; inactive = no such curve, though single readings can be large; an effect the other way counts as inactive or inconclusive.
mol	HepG2 viability	Nrf2 ARE act	ATXN viability	A549 tox	TGFb SMAD3 inh	Nrf2 inh	ATXN2 expr inh	EPAC2 ag	IL-2 act
CCN1CCN(c2ccc(NC(=O)c3ccc4c(c3)OCO4)cc2)CC1	0.1%	-0.1%	i	8.8%	-2.7%	?	0.0%	-5.0%	-0.4
CCOC(=O)C1(CCc2ccccc2)CCN(C(=O)CCn2cncn2)CC1	1.6%	0.1%[9.22 µM]	i	0.0%	3.7%	?	53.0%[activator]	4.3%	-0.8
CN(C)c1nc(OCCNC(=O)Nc2ccccc2)nc(N2CCCCC2)n1	2.8%	-0.4%	?	-13.6%	5.2%	?	-13.2%	-7.0%	2.2
COc1ccccc1NC(=S)NC1CCCC1	-2.3%	0.3%	i	0.0%	9.5%	-12.2%	.	3.6%	-0.2
Cc1ccccc1-n1c(SC(C)C(=O)N2CCN(C)CC2)nc2ccccc2c1=O (stereo not given)	-1.0%	0.9%	?	-7.1%	10.5%	0.4%	-14.7%	3.3%	-2.1
COC(=O)c1ccc(C(=O)OC)c(NC(=O)c2c(-c3ccccc3)noc2C)c1	-8.5%	-0.6%	i	21.4%	-3.7%	10.3%	3.0%	.	.
CC(C(=O)Nc1ccccc1C(F)(F)F)n1nc(-c2ccccc2)c2c(c1=O)CCCC2 (stereo not given)	-20.1%	5.9%	?	-9.8%	?	-20.6%	?	.	.
OCC[C@@H]1C[C@@H](O)[C@H](O)[C@@]2(CCCO2)O1	-1.9%	-2.2%	i	9.2%	-12.6%	1.7%	-0.3%	2.8%	2.6
CCCc1cc(N2CCN(c3ccccc3)CC2)n2cnnc2n1	-29.5%	0.2%	i	-8.5%	?	?	-19.8%	.	.
CN(c1ccccc1C(=O)N1CCN(c2cccc(Cl)c2)CC1)S(C)(=O)=O	-32.2%	-0.6%	i	-9.7%	?	.	-16.8%	-4.2%	-1.2
COCCOC(=O)C1=C(C)NC(=O)N(C(C)=O)C1c1ccc(Cl)cc1 (stereo not given)	-2.1%	0.2%	i	-0.8%	1.6%	-20.6%	-0.7%	9.8%	-2.7
Cn1c(SCC(=O)Nc2ccccc2[N+](=O)[O-])nnc1C(F)(F)F	9.2%	0.4%	i	-2.1%	-7.7%	8.4%	-20.2%	1.9%	-0.9
Cc1cccc(NC(=O)c2cc3ccccc3nc2C)c1	-7.8%	2.3%	i	7.5%	21.5%	-8.3%	-28.2%[2.22 µM]	5.9%	1.4
COc1ccc(C2=NOC(CNC(N)=S)C2)cc1 (stereo not given)	-2.7%	0.6%	i	6.6%	8.6%	?	.	7.4%	-1.9
Cc1ccc(-c2csc(N(CC3CCCO3)C(=O)c3ccco3)n2)cc1 (stereo not given)	-27.9%	0.3%	i	1.7%	-25.4%	-12.3%	7.5%	5.8%	-0.6
COc1ccc(C2CC(=O)c3cnc(NC(=O)c4ccccc4)nc3C2)cc1OC (stereo not given)	1.0%	0.9%	i	-7.2%	3.7%	-9.4%	0.7%	0.4%	-3.2
CCNc1ccc(-c2nc(-c3ccccn3)no2)cc1[N+](=O)[O-]	-28.8%	7.0%	i	-0.6%	-24.7%	32.4%	45.4%[activator]	.	.
FC(F)(F)c1ccc(-c2noc(CN3CCCN(C4CCCCC4)CC3)n2)cc1	-34.1%	2.8%	i	-6.6%	?	-5.6%	.	-9.5%	-0.6
COc1cc(OC)c(OC)cc1CNC(=O)c1cccc(S(=O)(=O)N2CCc3ccccc3C2)c1	-27.1%	-1.2%	?	-16.8%	-19.0%	7.31µM*	?	-3.0%	-4.0
COc1ccccc1NC(=O)CSc1nn2c(=O)c(C)nnc2s1	-3.4%	9.1%	i	0.4%	-1.5%	0.2%	-7.4%	7.1%	0.5
O=C(Cc1ccc(Cl)cc1)NCCS(=O)(=O)N1CCN(c2ccccc2F)CC1	-24.3%	-0.7%	i	-10.6%	?	19.5%	-15.7%	-3.5%	-2.8
COc1cc(OC)c2c(=O)c(OC)c(-c3ccc(OC)c(OC)c3)oc2c1	-5.0%	7.1%	i	5.3%	17.5%	-15.1%	-0.8%	1.7%	-0.3
O=C(NC1CCCC1)C(c1cccs1)N(C(=O)c1ccco1)c1ccc2c(c1)OCCO2 (stereo not given)	2.1%	-0.1%	i	4.2%	8.7%	1.8%	2.9%	-4.5%	0.0
CCOC(=O)/C(C#N)=C/Nc1ccsc1C(=O)OC	-11.3%	5.1%	i	-14.8%	0.9%	-11.9%	-7.4%	6.1%	-0.4
COc1ccc([C@H]2C[C@H](n3cc(-c4ccc(F)cc4)nn3)[C@@H](O)CN2Cc2cccs2)cc1	-25.7%	-0.2%	i	.	-0.8%	.	-14.3%	9.8%	-2.0
COc1cccc(N2CC(C(=O)Nc3nnc(SCc4ccccn4)s3)CC2=O)c1 (stereo not given)	-5.9%	3.8%	i	5.3%	-27.9%	?	-18.0%	4.2%	-0.5
CCc1nnc(NC(=O)C2CCN(c3ncnc4sc(C)c(C)c34)CC2)s1	-0.9%	0.0%	i	1.1%	11.1%	9.1%	?	-3.8%	-0.1
CC1CN(Cc2nc3c(c(=O)[nH]c(=O)n3C)n2CCN2CCOCC2)CC(C)O1 (stereo not given)	0.3%	-0.1%	i	-0.2%	1.0%	-2.7%	4.4%	3.3%	0.2
O=C(CNc1cccc(S(=O)(=O)N2CCCC2)c1)Nc1cccc(C(F)(F)F)c1	-27.1%	5.6%	?	-17.2%	?	?	-33.8%	-12.2%	-0.1
O=C(NC(Cc1cccc(F)c1)C(=O)O)C1CCCCC1 (stereo not given)	-9.0%	-0.5%	i	-0.5%	0.4%	-10.1%	4.9%	5.5%	0.6
COc1ccccc1NC(=O)Nc1nc(CC(=O)N2CCN(c3ccc(F)cc3)CC2)cs1	-3.6%	-0.5%	?	-11.8%	-28.9%	?	?	2.8%	-4.6
NS(=O)(=O)c1ccc(CCNC(=O)CSc2nc3c(sc(=S)n3-c3ccccc3)c(=O)[nH]2)cc1	17.2%	-0.4%	i	.	-2.9%	.	.	3.0%	-2.0
COc1ccc(Cc2nnc(NS(=O)(=O)c3ccccc3)s2)cc1	0.1%	0.9%	i	-2.1%	-6.9%	-21.0%	6.8%	2.3%	3.8
C[C@H]1CN([C@@H](C)CO)C(=O)Cc2cc(NC(=O)Cc3ccccc3)ccc2O[C@H]1CN(C)C(=O)Nc1cccc2ccccc12	-6.2%	4.7%	?	-12.2%	?	-6.1%	5.7%	2.6%	-0.6
COc1ccc(C2N=C(N)Nc3nc4ccccc4n32)c(OC)c1OC (stereo not given)	3.3%	1.3%	i	-4.7%	-0.1%	11.0%	1.5%	.	.
COC(=O)c1c(C)[nH]c(C(=O)CN2C(=O)C3CC=CCC3C2=O)c1C (stereo not given)	0.1%	3.2%	i	-11.9%	-0.6%	3.9%	26.8%	-1.9%	-0.1
Cc1ccc2c(c1)N(C(=O)CCC(=O)NCc1cccc(F)c1)CC(C)O2 (stereo not given)	-6.3%	0.4%	i	2.8%	0.0%	-12.4%	-23.6%	.	.
O=C(NCC(c1cccnc1)N1CCOCC1)Nc1ccccc1 (stereo not given)	0.6%	0.4%	i	-1.2%	-3.2%	-7.1%	-8.5%	-0.2%	-4.4
CN(C)c1ccc(CNC(=O)CN(C)S(=O)(=O)c2cccc3cccnc23)cc1	-0.2%	-0.9%	i	8.0%	-6.2%	14.8%	3.5%	3.7%	-2.9
Cc1c(NC(=O)C2CCN(S(=O)(=O)c3ccccc3)CC2)c(=O)n(-c2ccccc2)n1C	14.1%	-0.5%	i	-9.9%	-10.2%	0.6%	-1.6%	23.3%	1.7
COC(=O)C1=CN(c2ccc(OC)cc2)C=C(C(=O)OC)C1c1cccc(F)c1	-6.0%	-0.1%	i	0.0%	-1.1%	1.4%	.	5.6%	-0.5
COC(=O)c1ccc(CSc2nc3c([nH]c4ccccc43)c(=O)n2-c2cc(C)cc(C)c2)o1	-16.3%	3.4%	i	-16.3%	7.8%	.	15.2%	.	.
CCC1CN(C(=O)Nc2ccc(C)c(F)c2)c2ccccc2S1 (stereo not given)	-1.6%	0.4%	i	-9.3%	-0.6%	?	9.6%	.	.
COc1ccc(C(C#N)CC(=O)c2ccc(OCc3ccccc3)c(OC)c2)cc1OC (stereo not given)	-52.9%	-0.3%	?	.	-4.6%	.	.	8.2%	-3.2

# Full records, looked up by structure.
# Profile of Cc1ccc2c(c1)N(C(=O)CCC(=O)NCc1cccc(F)c1)CC(C)O2 (stereo not given) : HepG2 viability: -6.3%; Nrf2 ARE act: 0.4%; ATXN viability: i; A549 tox: 2.8%; TGFb SMAD3 inh: 0.0%; Nrf2 inh: -12.4%; ATXN2 expr inh: -23.6%; EPAC2 ag: .; IL-2 act: .
# Profile of C[C@H]1CN([C@@H](C)CO)C(=O)Cc2cc(NC(=O)Cc3ccccc3)ccc2O[C@H]1CN(C)C(=O)Nc1cccc2ccccc12 : HepG2 viability: -6.2%; Nrf2 ARE act: 4.7%; ATXN viability: ?; A549 tox: -12.2%; TGFb SMAD3 inh: ?; Nrf2 inh: -6.1%; ATXN2 expr inh: 5.7%; EPAC2 ag: 2.6%; IL-2 act: -0.6

# From PubChem BioAssay

# An unsorted share of the library (roughly 4.3% active in at least one column).
